# Bioassay records: PubChem BioAssay, National Center for Advancing Translational Sciences (NCATS)
# AmpC detergent: inhibitors of E. coli AmpC beta-lactamase with detergent; AmpC hydrolysis of nitrocefin, absorbance 480 nm, 0.01% Triton; 0.041% of 370,000 active; AID 485294; Potency, µM (titrated, usually from 114 µM), for the others: at the highest dose activity change, negative = inhibition, usual class: inhibitors;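 note: potency is the fitted concentration of half-maximal effect; 0% = no-compound wells and -100% = no-enzyme wells; nearly all actives have a fitted effect of over 25% in size; some results filed as inactive show a strong effect at the top dose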
# Target sequence (P00811 whole entry, looked up): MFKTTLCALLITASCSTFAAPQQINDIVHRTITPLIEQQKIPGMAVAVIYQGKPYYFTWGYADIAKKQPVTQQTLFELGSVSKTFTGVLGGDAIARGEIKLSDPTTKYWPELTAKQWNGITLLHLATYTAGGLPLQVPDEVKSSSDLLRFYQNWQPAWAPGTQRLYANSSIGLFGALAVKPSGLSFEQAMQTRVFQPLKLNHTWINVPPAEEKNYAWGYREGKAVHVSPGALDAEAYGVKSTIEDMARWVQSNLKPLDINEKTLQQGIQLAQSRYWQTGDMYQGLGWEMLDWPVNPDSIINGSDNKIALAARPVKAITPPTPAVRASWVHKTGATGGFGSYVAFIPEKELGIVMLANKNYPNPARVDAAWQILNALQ
#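 AmpC (5.3 nM in the dispensed reagent) in 20 mM phosphate pH 7.0 with 0.01% (detergent screen) or 0.0001% Triton X-100 was preincubated with compounds for 15 min at room temperature. Nitrocefin was then added from an 800 uM solution, and hydrolysis was followed at 480 nm.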
# AmpC inh no detg: AmpC beta-lactamase inhibition without detergent. P00811. AmpC nitrocefin hydrolysis, absorbance 480 nm, 0.0001% Triton. Potency, µM (series often up to 57.1 µM), for inactives: at the highest dose activity change, negative = inhibition, actives largely listed as inhibitors. 0.52% of 330,000 active. AID 485341;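 note: potency is the fitted concentration of half-maximal effect; plate controls were no compound for no effect and no enzyme for full effect; nearly all actives have a fitted effect of over 20% in size; some results filed as inactive show a strong effect at the top dose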
#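 AmpC (5.3 nM in the dispensed reagent) in 20 mM phosphate pH 7.0 with 0.01% (detergent screen) or 0.0001% Triton X-100 was preincubated with compounds for 15 min at room temperature. Nitrocefin was then added from an 800 uM solution, and hydrolysis was followed at 480 nm.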
# HCMV antiviral: blocks human cytomegalovirus replication; activity change, negative = inhibition, % at 57.5 µM; HFF cells, HCMV-luciferase reporter, 72 h; active compounds read low; 4.5% of 410,000 active; AID 1259415; in the data active = activity change below about -60%; inconclusive = no clear call, values can overlap the other calls; inactive = above about -39%
#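 Cell-based, HFFs, 1000 cells/well, 16 h 37C; cpds in DMSO + HCMV-luc, MOI 1 PFU/cell; 72 h 37C; OneGlo luminescence after 5 min RT; norm. to buffer vs Salinomycin 10uM.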
# LmPK inhibitor: inhibitors of Leishmania mexicana pyruvate kinase. Q27686. purified LmPK, Kinase-Glo ATP luminescence, 1 h. Potency, µM (titrated, usually from 57.5 µM), without a hit: at the highest dose activity change, negative = inhibition, usual class: inhibitors. 0.37% of 290,000 active. AID 1721; note: potency is the fitted concentration of half-maximal effect
# Target sequence (Q27686 whole entry, looked up): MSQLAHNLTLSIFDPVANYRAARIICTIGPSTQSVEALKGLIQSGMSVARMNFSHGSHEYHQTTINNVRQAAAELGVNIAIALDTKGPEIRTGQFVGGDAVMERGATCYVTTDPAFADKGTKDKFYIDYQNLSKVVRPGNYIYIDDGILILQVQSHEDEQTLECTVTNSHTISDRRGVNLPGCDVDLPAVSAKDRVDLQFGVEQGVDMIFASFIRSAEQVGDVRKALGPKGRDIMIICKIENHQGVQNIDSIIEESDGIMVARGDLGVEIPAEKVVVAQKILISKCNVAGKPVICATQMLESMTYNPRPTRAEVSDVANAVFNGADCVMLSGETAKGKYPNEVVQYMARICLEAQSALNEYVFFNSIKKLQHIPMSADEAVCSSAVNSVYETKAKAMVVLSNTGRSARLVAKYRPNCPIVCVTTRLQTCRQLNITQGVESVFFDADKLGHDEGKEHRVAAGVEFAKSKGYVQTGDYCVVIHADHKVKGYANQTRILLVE
#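 ATP generated from ADP (0.1 mM) and PEP (0.5 mM) by 0.1 nM LmPK over 1 h at room temperature (pH 7.2 imidazole buffer) was detected by coupled luciferase luminescence. Values were normalized to uninhibited and no-enzyme wells.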
# HCV inhibitor: blocks hepatitis C virus. 3.4% of 340,000 active. Huh7.5.1 HCVcc-Cre infection, luciferase reporter, 44 h. Potency, µM (series often up to 41.8 µM), inactives show top-dose activity change, negative = inhibition, usual class: inhibitors; note: potency is the fitted concentration of half-maximal effect
#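 Infectious HCV cell culture screen: compound-treated cells (1,000/well, pre-plated 4 h) are infected with HCVcc-Cre at roughly 0.5 moi and grown 44 h. Infection is quantified by luciferase signal after 15 min substrate incubation at room temperature.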
# Tb PYK inh: T. brucei pyruvate kinase inhibition. Potency, µM (doses to about 76.8 µM), without a hit: at the highest dose activity, negative = inhibition, actives largely listed as inhibitors. AID 624173. Q57TT1. 0.12% of 410,000 active. TbPYK enzyme, Kinase-Glo Plus ATP luminescence, 45 min; note: potency is the fitted concentration of half-maximal effect; nearly all actives have a fitted effect of over 50% in size
#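 Glycolytic pyruvate kinase of T. brucei was incubated with substrate, test compound and 130 uM ADP for 45 minutes at room temperature. Luminescent Kinase-Glo Plus signal was measured after 10 minutes.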
# AMA1-RON2 inh: inhibitors of Plasmodium falciparum AMA1-RON2 interaction | AlphaScreen AMA1-biotinylated RON2 peptide binding | Potency, µM (top dose mostly 58.2 µM), for inactives: top-dose activity change, negative = inhibition, hits mostly inhibitors | 0.2% of 360,000 active | AID 720542;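 note: potency is the fitted concentration of half-maximal effect; 0% = vehicle wells and -100% = peptide control; nearly all actives have a fitted effect of over 45% in size; some results filed as inactive show a strong effect at the top dose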
#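 AMA1 (3D7) with his tag at 25 nM final met compounds first, then biotinylated RON2 peptide at 25 nM; detection used donor plus acceptor beads, 10 µg/mL apiece, read by AlphaScreen after 30 min at room temperature.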
# Active calls of the source: *; u = inconclusive; x = not tested or not shown; [ ] = another dose, or the depositor's remark. Unless noted, calls come from the whole dose curve; as a rule, active = well fitted curve in the direction sought with a large enough effect; inconclusive = small, poorly fitted or top-dose-only effect, or another doubt; inactive = no such curve, though single readings can be large; an effect the other way counts as inactive or inconclusive. Unless noted, % is set by controls: 0 for no effect and ±100 for the full control effect.
Compound	AmpC detergent	AmpC inh no detg	HCMV antiviral	LmPK inhibitor	HCV inhibitor	Tb PYK inh	AMA1-RON2 inh
CCS(=O)(=O)N1CCN(Cc2ccc([N+](=O)[O-])cc2)CC1	u	-8%	30	-6%	7%	10%	u
Nc1nc(SCC(=O)NCc2ccco2)[nH]c(=O)c1-c1ccccc1	-5%	-11%	-12	-2%	3%	4%	8%
Cc1ccc(S(=O)(=O)N2CCOCC2)cc1C(=O)OCC(=O)NC1CC1	-1%	-15%	-1	x	0%	-2%	12%
Cc1ccc(-n2ccc(=O)c(C(=O)O)n2)cc1	-6%	-6%	13	0%	u	3%	-13%
COc1ccc(C2(C(=O)NCCN3CCOCC3)CCOCC2)cc1	-12%	-5%	5	5%	19%	4%	-1%
N#Cc1ccsc1NC(=O)C1CCN(C(=O)c2ccc(F)cc2)CC1	4%	-17%	4	x	12%	-9%	-4%
CSC1=C(C#N)C(c2ccccc2C)C(C#N)=C(N)N1 (stereo unspecified)	-11%	-28%	-32	9%	u	-3%	27%
COc1ccc(-c2ccc(CCC(=O)O)n2NC(=O)c2ccc(O)cc2)cc1	9%	-20%	-9	-3%	15%	2%	-3%
CC1CCN(C(=O)C2CCCN2S(=O)(=O)c2ccc(Cl)cc2)CC1 (stereo unspecified)	-2%	12%	u	-8%	7%	-8%	-7%
CC(C)(C)OC(=O)CNC(=O)c1[nH]cnc1C(=O)NCCCCCN	-1%	-26%	-22	x	12%	3%	73%[activator]
O=C(NCc1ccc2c(c1)OCO2)c1nc(Cn2ccc([N+](=O)[O-])n2)no1	-1%	-9%	3	0%	u	-1%	-2%
Cc1ccc2nc(C)cc(C(=O)OCC(=O)c3ccc(Cl)c([N+](=O)[O-])c3)c2c1	-1%	-10%	-33	0%	-2%	-7%	-18%
CCOC(=O)c1cnc2c(C#N)c(C)nn2c1C	2%	-7%	-25	0%	-4%	-1%	-3%
Cc1cccc(OCCC(=O)NCC(c2ccccc2)N(C)C)c1 (stereo unspecified)	-6%	8%	-2	-3%	-13%	2%	2%
O=C(O)c1cc2cc(Cl)ccc2[nH]1	x	x	-34	x	20%	3%	-4%
COc1ccc(/C=C2\SC(=S)N(CCC(=O)Nc3cccc(C(=O)O)c3)C2=O)cc1OC	u	-15%	-17	3%	12%	-2%	0%
Cc1ccccc1C(=O)Nc1ccccc1-c1nc(-c2ccccc2)no1	20%	x	41	x	x	4%	x
O=C1NC[C@H](Cc2ccc(O)cc2)N(C[C@@H]2CCCN2C[C@H](Cc2ccccc2)N2C[C@H](Cc3ccc(O)cc3)N(CC3CCCCC3)C(=O)C2=O)C1=O	x	x	-14	x	x	2%	-7%
CCOc1cc(C#N)c(NC(=O)c2ccc(OC)c(S(=O)(=O)N3CCCC3)c2)cc1OCC	-4%	x	-16	x	x	7%	x
CC1Sc2ccc(S(=O)(=O)CCC(=O)N3CCN(c4ccccc4)CC3)cc2NC1=O (stereo unspecified)	u	17%	u	0%	u	1%	-3%
COCCNC(=O)Cn1cnc2c1c(=O)n(C)c(=O)n2C	1%	-2%	6	2%	-11%	-6%	11%
CCC(O)CNc1nc(-n2nc(C)cc2C)nc2sc3c(c12)CC(C)(C)OC3 (stereo unspecified)	2%	-2%	-21	6%	-11%	6%	-3%
CN(C)c1nc(F)c(F)c(S(=O)(=O)c2ccccc2)c1F	2%	-20%	-36	-1%	-31%	8%	12%
COc1cccc(NC(=O)CN(C)C(=O)c2cc(Cl)nc3ccccc23)c1	x	x	u	x	x	-2%	0%
C[C@H](NC(=O)[C@H]1N2C(=O)c3ccccc3C2SC1(C)C)C(=O)N1CCC[C@H]1C(=O)O (stereo partly specified)	-11%	-19%	14	-8%	1µM*	-12%	5%

# Quoted at random: two compounds from above, in no set order.
Compound	AmpC detergent	AmpC inh no detg	HCMV antiviral	LmPK inhibitor	HCV inhibitor	Tb PYK inh	AMA1-RON2 inh
CCS(=O)(=O)N1CCN(Cc2ccc([N+](=O)[O-])cc2)CC1	u	-8%	30	-6%	7%	10%	u
Cc1cccc(OCCC(=O)NCC(c2ccccc2)N(C)C)c1 (stereo unspecified)	-6%	8%	-2	-3%	-13%	2%	2%

# Following part.
Compound	AmpC detergent	AmpC inh no detg	HCMV antiviral	LmPK inhibitor	HCV inhibitor	Tb PYK inh	AMA1-RON2 inh
Cc1ccccc1-c1nnn(CC(=O)N2CCN(S(=O)(=O)c3ccc(Cl)cc3)CC2)n1	u	15%	2	2%	u	-12%	1%
Cc1c(C(=O)Nc2ccccc2C(=O)N2CCCC2)cccc1[N+](=O)[O-]	5%	2%	3	4%	10%	2%	-3%
Cc1cc(C)c2c(n1)nn1c(NCCOCCO)cc(C)nc21	-14%	-10%	-11	10%	5%	5%	u
O=C(c1sc2ccccc2c1Cl)N1CCN(c2ncccn2)CC1	3%	-8%	-63*	5%	-3%	3%	-4%
Cc1ccc(CC(=O)NCCN2CCOCC2)cc1	-3%	-3%	2	-13%	9%	3%	-1%
COCCNCCCCSc1ccc(Cl)cc1	-10%	7%	-7	1%	u	-9%	6%
CCC(=O)Nc1ccc(Cl)c(NC(=O)c2ccccc2OC)c1	-13%	-14%	-62*	0%	-7%	6%	21%
CCCNC(=O)c1ccccc1C(=O)NCCC	-3%	1%	-9	-3%	9%	-2%	-6%
CCOc1ccccc1NC(=O)N1c2ccccc2Sc2ccccc21	3%	x	-17	x	x	-2%	x
CCOC(=O)c1ccc(NC(=O)CCC(=O)N2Cc3ccccc3Oc3ncccc32)cc1	-4%	x	-16	x	x	4%	x
NC(=O)NC(=O)COC(=O)c1ccc2noc(-c3ccccc3)c2c1	-7%	-25%	55	3%	-11%	-5%	-2%
O=C(Nc1ccc2nsnc2c1)c1ccc2c(c1)OCO2	-13%	-2%	140	-3%	2%	-2%	-3%
CCc1ccc(NC(=O)C2CCCN(S(C)(=O)=O)C2)cc1 (stereo unspecified)	-11%	-6%	-33	-1%	3%	3%	-2%
C[C@H](CO)N1C[C@H](C)[C@@H](CN(C)C(=O)Oc2ccccc2)OCc2cn(nn2)CCCC1=O	x	x	-4	x	x	-3%	18%
COc1cc(-c2nnc(NC(=O)c3ccco3)o2)cc(OC)c1OC	u	u	6	x	18%	-8%	69%[activator]
O=c1c2oc3ccccc3c2ncn1Cc1ccccc1Cl	-6%	x	45	3%	-28%	2%	-1%
Cc1ccc(S(=O)(=O)Nc2ccc(C(=O)OCC(=O)N(CCC#N)c3ccccc3)cc2)cc1C	-8%	4%	2	3%	27%	5%	-11%
Cc1cccc(NC(=O)NCCN2CCN(c3ccccc3)CC2)c1C	-1%	-4%	-30	0%	9%	-4%	-11%
Cc1ccc2[nH]c3c(c2c1)SC(C)(C)CC3=O	-10%	-19%	4	-1%	-12%	-3%	2%
CCCCCCCCN1C(=O)[C@H](CC(=O)NCCCOC)C[C@@]2(C(=O)OCC)CCCC=C12	x	x	-1	x	x	4%	0%
Cc1nnc2n1N=CC=C(C(C)(C)C)S2	-6%	-12%	-3	0%	4%	4%	6%
CCCCC(=O)NCCc1cc2ccc(OC)cc2[nH]c1=O	-4%	-14%	u	-4%	1%	1%	-10%
O=C(NNC(=O)c1cccc(S(=O)(=O)Nc2ccccc2F)c1)c1ccncc1	x	x	30	x	x	0%	33%[activator]
COc1ccc(NC(=O)CN2CCc3ccccc3C2)c(OC)c1	-9%	18%	6	-5%	-13%	-16%	4%
CCOc1ccc(NC(=O)C2CCN(S(=O)(=O)CC)CC2)cc1	1%	-4%	12	1%	9%	3%	-3%
COc1cc(N2C(=O)c3ccccc3C2=O)c(Cl)cc1C(=O)OCC(=O)NCc1ccco1	-18%	36%	12	1%	-13%	-1%	-3%
CC(C)c1ccc(C(=O)N2CCCC(c3cc(C(=O)NCc4ccccc4)no3)C2)cc1 (stereo unspecified)	x	x	-28	x	x	6%	2%
COc1ccc(C(C(=O)NC(C)(C)C)N(C(=O)Cn2nnc3ccccc32)c2ccc(C(C)=O)cc2)cc1O (stereo unspecified)	-3%	41%	-9	7%	0%	2%	-2%
Clc1ccc(-n2cnc3c(Cl)ncnc32)cc1Cl	x	x	4	x	u	14%	5%
Cc1ccccc1N1CCN(C(=S)c2ccccc2)CC1	5%	-2%	-16	2%	12%	-11%	u
Cc1ccc(S(=O)(=O)NC(=O)Nc2ccc(Cl)cn2)cc1	0%	-10%	21	1%	14%	1%	10%
Oc1ccc(-c2nccc(-c3ccc(F)cc3)n2)cc1	7%	-30%	69	-3%	-24%	-6%	2%
CCOCN(C(=O)CCl)c1c(C)cccc1CC	8%	-18%	-31	x	u	-4%	2%
O=C(CSc1nc(=O)n(Cc2ccco2)c2c1CCC2)Nc1ccccc1C(F)(F)F	-2%	x	-38	x	x	0%	x
Nc1nnnn1/N=C/c1ccccc1C(F)(F)F	2%	5%	6	0%	-11%	u	0%
COc1ccc(/C=C2\Oc3cc(OCC(=O)N4CCC[C@H]4C(=O)O)ccc3C2=O)cc1OC	u	-10%	x	-1%	17%	-5%	-10%
Nc1cc(=O)[nH]c(SCc2ccccc2)n1	x	x	-2	x	x	-7%	2%
C[C@H](NC(=O)c1nc[nH]c1C(=O)N[C@@H](C)C(=O)OC(C)(C)C)C(=O)OC(C)(C)C	0%	90%[activator]	8	1%	18%	-7%	54%[activator]
C[C@H](CO)N1C[C@H](C)[C@@H](CN(C)C(=O)NC2CCCCC2)Oc2ccc(NC(=O)Nc3ccc(C(F)(F)F)cc3)cc2C1=O	x	214%[activator]	24	x	17%	2%	-9%
C[C@H]1CN([C@@H](C)CO)C(=O)CCCn2nncc2CO[C@H]1CN(C)S(=O)(=O)c1cccc(C#N)c1	x	x	9	x	x	-8%	14%
COCCOC(=O)c1[nH]c2c(c1C)C(=O)CC(c1cc(OC)c(OC)c(OC)c1)C2 (stereo unspecified)	2%	63%[activator]	-4	3%	13µM*	-1%	9%
CCn1c(=O)c(C(=O)NC(C)c2ccccc2)c(O)c2ccccc21 (stereo unspecified)	-7%	53%	-6	7%	8%	0%	0%
COc1cccc(CNC(=O)CSc2ncc(S(=O)(=O)c3ccc(C)c(Cl)c3)c(=O)[nH]2)c1	20%	x	-7	x	x	0%	x
CC(NCc1ccc(N(C)C)cc1)C1CC2CCC1C2 (stereo unspecified)	-3%	-9%	-34	-12%	16%	-10%	-21%
